Assay outcomes (PubChem BioAssay)
Pol kappa inh = qHTS for Inhibitors of Polymerase Kappa | DNA polymerase kappa (Homo sapiens), Q9UBT6 | purified Pol kappa, fluorescent DNA synthesis assay, 10 min | Potency, µM (top dose mostly 107 µM), without a hit: top-dose activity, negative = inhibition, hits mostly inhibitors | 0.53% of 400,000 active | AID 588579, 2011; note: potency is the fitted concentration of half-maximal effect; % is set by controls: 0 for no effect and ±100 for the full control effect
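Kinetic fluorescence readout at 0 and 10 min followed reaction start with substrate at 50 nM final. Beforehand, enzyme (10 nM Pol kappa) stood 15 min with compound at room temperature; buffer-only wells were negative controls.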
ERG-DNA inh = qHTS for Small Molecule Inhibitors of the ERG Ets/DNA interaction; Potency, µM (highest dose often 76.9 µM), for the others: top-dose FP activity, negative = inhibition, most hits filed as inhibitors; fluorescence polarization, His-ERG Ets domain / labelled DNA; Transcriptional regulator ERG (Homo sapiens), P11308; 0.028% of 370,000 active; active = well fitted inhibition curve with a large enough effect in the polarisation, with a control signal flat; inconclusive = small, poorly fitted or top-dose-only effect, or effect the other way, or a change in a side signal; inactive = no such curve, though single readings can be large or run the other way; the % refers to the polarisation;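 note: polarization taken with two DNA probes labelled with fluorescein and Texas red; potency is the fitted concentration of half-maximal effect; % of control where 0% means no effect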
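His-tagged ERG Ets domain (1 uM in the protein solution; 300mM KCl, 50mM Tris-HCl, 1mM EDTA, 1mM DTT, pH 7.5) received compound, then a probe mix of 5 nM fluorescein-DNA and 100nM Texas-615-DNA. Fluorescence polarization was read for both dyes.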
Apoferritin bind = qHTS Assay for Identification of Novel General Anesthetics. Ferritin light chain (Equus caballus), P02791. apoferritin/1-aminoanthracene competitive binding, fluorescence. Potency, µM (top dose mostly 77.5 µM), for the others: at the highest dose activity change, negative = displacement, actives largely listed as inhibitors. 0.074% of 350,000 active. AID 485281, 2010; note: potency is the fitted concentration of half-maximal effect; % is set by controls: 0 for no effect and ±100 for the full control effect; nearly all actives have a fitted effect of over 20% in size
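Apoferritin-based anesthetic binding model; compound displacement of fluorescent 1-AMA measured as endpoint fluorescence after 10 minutes at room temperature, scaled to free-ligand and complex controls.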
APEX1 inh = qHTS Assay for Inhibitors of the Human Apurinic/apyrimidinic Endonuclease 1 (APE1) | Potency, µM (titrated, usually from 65.8 µM), for inactives: at the top dose activity change, negative = inhibition, actives largely listed as inhibitors | 0.35% of 350,000 active | recombinant APE1, TAMRA/BHQ-2 abasic DNA cleavage fluorescence;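 note: potency is the fitted concentration of half-maximal effect; plate controls were vehicle for no effect and reference inhibitor for full effect; nearly all actives have a fitted effect of over 55% in size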
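0.75 nM APE1 + cpd, 15 min RT; start w/ 50 nM TAMRA/BHQ-2 THF-abasic dsDNA; kinetic fluor 525/598 nm ×3 reads @60 s; Δ(read3−read1); normalized to DMSO and NSC13755 control wells.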
TRHR agonist = qHTS for Small Molecule Agonists and Allosteric Enhancers of Human TRH Receptor: Primary Screen for Agonists; Thyrotropin-releasing hormone receptor (Homo sapiens), P34981; TRHR cells, calcium flux fluo-8, FDSS agonist mode; activation, % at 2 µM; 0.18% of 360,000 active; in the data active = activation above about 30%; note: 0% is about no effect
Target sequence (P34981 whole entry, looked up): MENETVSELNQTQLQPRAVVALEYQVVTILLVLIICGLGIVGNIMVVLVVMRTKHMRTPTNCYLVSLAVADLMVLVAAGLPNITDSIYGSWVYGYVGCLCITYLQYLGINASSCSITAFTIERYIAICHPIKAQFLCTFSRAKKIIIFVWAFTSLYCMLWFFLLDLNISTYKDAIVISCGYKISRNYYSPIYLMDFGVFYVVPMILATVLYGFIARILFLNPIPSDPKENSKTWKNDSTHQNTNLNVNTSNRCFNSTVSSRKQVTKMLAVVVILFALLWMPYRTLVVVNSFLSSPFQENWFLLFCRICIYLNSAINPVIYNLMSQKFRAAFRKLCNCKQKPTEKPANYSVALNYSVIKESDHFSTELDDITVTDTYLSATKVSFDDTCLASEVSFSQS
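TRHR-expressing cells, plated overnight in medium with 10% serum, were loaded with fluo-8 calcium dye at room temperature. After a 10 s baseline, library compound was pin-added and calcium release was recorded kinetically (ex 480/em 530) as agonist response.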
Pol beta inh = qHTS Assay for Inhibitors of DNA Polymerase Beta; P06746; Potency, µM (top dose mostly 114 µM), inactives show at the highest dose activity change, negative = inhibition, usual class: inhibitors; Pol beta primer extension/strand displacement, fluorescence kinetic; 1.3% of 340,000 active; note: potency is the fitted concentration of half-maximal effect; % is set by controls: 0 for no effect and ±100 for the full control effect
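Preincubation: enzyme (10 nM) with compound, 15 min, RT. Reaction: substrate added to 50 nM final. Reads: 0 and 10 min. Analysis: normalized, Hill fit.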
Pol iota inh = qHTS for Inhibitors of Polymerase Iota | Pol iota fluorescent replication assay, 10 min | 1% of 390,000 active | DNA polymerase iota (Homo sapiens), Q9UNA4 | Potency, µM (doses to about 115 µM), without a hit: at the highest dose activity, negative = inhibition, hits mostly inhibitors; note: potency is the fitted concentration of half-maximal effect
Target sequence (Q9UNA4 whole entry, looked up): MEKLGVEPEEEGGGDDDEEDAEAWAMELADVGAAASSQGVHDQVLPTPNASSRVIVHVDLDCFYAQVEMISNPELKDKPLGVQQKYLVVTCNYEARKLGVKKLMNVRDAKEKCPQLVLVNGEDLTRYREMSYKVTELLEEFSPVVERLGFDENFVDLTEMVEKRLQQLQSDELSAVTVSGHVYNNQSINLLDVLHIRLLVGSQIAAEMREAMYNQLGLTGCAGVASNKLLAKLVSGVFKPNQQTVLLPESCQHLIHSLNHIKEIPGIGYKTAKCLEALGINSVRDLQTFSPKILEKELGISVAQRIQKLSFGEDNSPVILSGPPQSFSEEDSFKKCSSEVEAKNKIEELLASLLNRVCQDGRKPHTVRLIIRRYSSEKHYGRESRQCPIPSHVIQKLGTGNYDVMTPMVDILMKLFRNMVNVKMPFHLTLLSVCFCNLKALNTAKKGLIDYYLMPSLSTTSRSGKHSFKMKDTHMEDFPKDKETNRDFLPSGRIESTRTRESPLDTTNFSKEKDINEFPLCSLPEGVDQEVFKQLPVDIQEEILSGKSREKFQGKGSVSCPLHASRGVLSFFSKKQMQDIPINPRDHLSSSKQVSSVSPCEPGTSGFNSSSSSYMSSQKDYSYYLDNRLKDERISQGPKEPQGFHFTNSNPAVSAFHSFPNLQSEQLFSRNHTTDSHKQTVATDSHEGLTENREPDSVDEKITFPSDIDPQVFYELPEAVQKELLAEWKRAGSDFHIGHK
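Fluorescent replication assay read twice, at 0 min and 10 min after adding 50 nM (final) substrate. Enzyme (10 nM) and compounds were first incubated 15 min at room temperature; enzyme-free buffer wells were negative controls.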
12-LOX inh = Primary qHTS assay for inhibitors of human arachidonate 12S-lipoxygenase (ALOX12): Round 2 | purified 12hLO, xylenol orange hydroperoxide absorbance | Polyunsaturated fatty acid lipoxygenase ALOX12 (Homo sapiens), P18054 | Potency, µM (doses to about 108 µM), without a hit: at the top dose activity change, negative = inhibition, most hits filed as inhibitors | 1.1% of 580,000 active; note: potency is the fitted concentration of half-maximal effect; % is set by controls: 0 for no effect and ±100 for the full control effect
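Purified human 12hLO (150 nM final) in 25 mM Hepes, 0.01% Triton X-100, pH 7.0 was preincubated 15 min at room temperature with compound. Then 40 uM arachidonic acid was added, 30 min. Hydroperoxide was read by Fe-XO absorbance ratio 573/405 nm.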
BLM inh = qHTS Assay for Inhibitors of Bloom's syndrome helicase (BLM); RecQ-like DNA helicase BLM (Homo sapiens), P54132; Potency, µM (doses to about 56.1 µM), inactives show at the highest dose activity change, negative = inhibition, actives largely listed as inhibitors; 0.2% of 350,000 active; recombinant BLM DNA unwinding, fluorescence dequenching;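 note: potency is the fitted concentration of half-maximal effect; plate controls were vehicle for no effect and no enzyme for full effect; nearly all actives have a fitted effect of over 35% in size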
* hit, by the source's call; i = inactive; ? = inconclusive; · = no result given; & = joins results of further samples; [ ] = another dose, or the depositor's remark. Unless noted, calls come from the whole dose curve; as a rule, active = well fitted curve in the direction sought with a large enough effect; inconclusive = small, poorly fitted or top-dose-only effect, or another doubt; inactive = no such curve, though single readings can be large; an effect the other way counts as inactive or inconclusive. A portion of the library, so the mix of outcomes need not match the whole.

Under each structure: Pol kappa inh	ERG-DNA inh	Apoferritin bind	APEX1 inh	TRHR agonist	Pol beta inh	Pol iota inh	12-LOX inh	BLM inh
> CCOc1ccc(CNC(=O)C2CCN(Cc3cc4ccccc4n3Cc3ccccc3C)CC2)cc1
 : -8%[60.1 µM]	-3%	9%	·	0.6	-25%	13%	-26%	-4%
> CCOc1ccc(-c2nc3scc(-c4cccs4)c3c(=O)[nH]2)cc1
 : -1%	-4%	-5%	2%	0.3	-22%	13%	-1%	-1%
> CC(=O)N1CCCc2cc(S(=O)(=O)N(Cc3ccccc3)C(C)C)ccc21
 : -5%[60.1 µM]	-3%	-18%	·	-0.7	-18%	-1%	-5%	-3%
> CC(C)Sc1nc(N2CCOCC2)c2c3c(sc2n1)COC(C)(C)C3
 : -12%	-4%	-4%	-4%	1.8	0%	2%	-17%	-6%
> Cc1cc(C(=O)CSc2nnnn2C)c(C)n1C1CC1
 : -3%	-6%	-22%	-6%	0.0	0%	-2%	2%	-6%
> Cc1cc(C(=O)c2cnc(/N=C/N(C)C)s2)c(F)cc1Cl
 : 2%	5%	-19%	-10%	0.5	22%	90%[activator]	0%	-8%
> Cc1[nH]c2ccccc2c1C(=O)CN1C(=O)NC2(CC(C)CC(C)(C)C2)C1=O (centres undefined)
 : -18%	0%	-24%	-9%	4.3	-26%	?	-13%	-13%
> CCS(=O)(=O)Nc1ccc(-c2cn3ccsc3n2)cc1
 : -12%[60.1 µM]	0%	-2%	·	-0.1	-4%	7%	-6%	-1%
> O=C(CCOc1ccccc1)Nc1ccnn1C1CCN(Cc2ccc(F)cc2)CC1
 : -5%	-22%	-6%	47%[activator]	0.2	-10%	-3%	5%	-1%
> Cc1cccc(C(=O)N2CCc3cc(CNC(=O)c4ccc(Br)o4)ccc32)c1
 : 0%[60.1 µM]	-1%	-9%	·	-0.6	10%	13%	-30%	-7%

Single records, from the list above. Order of values: Pol kappa inh	ERG-DNA inh	Apoferritin bind	APEX1 inh	TRHR agonist	Pol beta inh	Pol iota inh	12-LOX inh	BLM inh
O=C(CCOc1ccccc1)Nc1ccnn1C1CCN(Cc2ccc(F)cc2)CC1 is listed as -5%	-22%	-6%	47%[activator]	0.2	-10%	-3%	5%	-1%
CC(=O)N1CCCc2cc(S(=O)(=O)N(Cc3ccccc3)C(C)C)ccc21 is listed as -5%[60.1 µM]	-3%	-18%	·	-0.7	-18%	-1%	-5%	-3%
CCS(=O)(=O)Nc1ccc(-c2cn3ccsc3n2)cc1 is listed as -12%[60.1 µM]	0%	-2%	·	-0.1	-4%	7%	-6%	-1%

New compounds follow
Under each structure: Pol kappa inh	ERG-DNA inh	Apoferritin bind	APEX1 inh	TRHR agonist	Pol beta inh	Pol iota inh	12-LOX inh	BLM inh
> COCCn1nnnc1C(c1cccc(OC)c1OC)N1CCN(C(=O)c2ccco2)CC1 (centres undefined)
 : -3%	-3%	-11%	-12%	0.2	19%	7%	-15%	-4%
> CC(C)Cn1c(=O)c(C(=O)Nc2cnccn2)c(O)c2ccccc21
 : -7%	-5%	3%	?	1.1	10%	-5%	8%	-1%
> NS(=O)(=O)c1cc(C(=O)OCC(=O)NC2CC2)ccc1Cl
 : -2%	-2%	-9%	3%	0.3	39%	15%	68%[activator]	-3%
> CS/C(=C(/C#N)S(=O)(=O)c1ccc(Cl)cc1)N1CCOCC1
 : 15%	?	2%	-1%	-0.6	4%	45%[activator]	381%[activator]	2%
> O=C(Nc1cccc2ncccc12)c1cccc(F)c1
 : -9%	-1%	-5%	14%	0.1	-13%	2%	19%	-1%
> COc1ccc(CC(=O)NCC(=O)Nc2ccccc2Br)cc1
 : -11%	5%	-7%	39%	-0.7	25%	?	-10%	0%
> CC(=O)c1ccc(NC(=O)C2CCCN2S(=O)(=O)c2cccc3cccnc23)cc1 (centres undefined)
 : 1%	10%	-20%	1%	-0.4	?	24%	0%	-5%
> CCOC1(OCC)N=C(N)C2(C#N)C(c3cccc(C)c3)C12C#N (centres undefined)
 : -11%	-2%	-9%	-5%	0.1	17%	-4%	?	1%
> COc1ccc(CCN=C(C)C2=C(O)C(c3ccccc3)OC2=O)cc1OC (centres undefined)
 : -6%	-7%	-9%	-9%	0.1	16%	112%[activator]	-3%	1%
> Cc1ccc(Cn2c(SCC(=O)N3CC(=O)Nc4ccccc43)nc3ccccc3c2=O)cc1
 : -5%	-3%	-12%	0%	0.4	-20%[57.1 µM]	-8%	-6%	2%
> CCCCN(C(=O)CSc1nc(CCC)cc(=O)[nH]1)c1c(N)n(Cc2ccccc2)c(=O)[nH]c1=O
 : -10%	-5%	·	-7%	·	·	-12%	-2%	·
> CN1CCOCCOCCOCCN(C)C1=S
 : 7%	?	-7%	5%	1.1	26%	72%[activator]	-11%	-2%
> CCN(c1ccccc1)S(=O)(=O)c1ccc(C(=O)N(C)Cc2cccs2)cc1
 : -24%	-6%	·	4%	·	·	21%	307%[activator]	·
> O=C(CCN1C(=O)S/C(=C\c2ccccc2)C1=O)NC1CCS(=O)(=O)C1 (centres undefined)
 : -8%	-13%	-11%	35%	-0.2	20%	10%	49%[activator]	-1%
> O=C(NC1CCCCC1)C(c1cccs1)N(CCCN1CCOCC1)C(=O)c1ccc(-c2ccccc2)[nH]1 (centres undefined)
 : -20%	-2%	5%	8%	-3.5	11%	14%	?	-13%
> Cc1cc(C)cc(C(=O)N2CCC(CCC(=O)NC3CC3)CC2)c1
 : -7%	17%	0%	30%	-0.6	9%	6%	-7%	-2%
> CCN(CC)C(=O)c1cc2cc([N+](=O)[O-])ccc2s1
 : -23%	1%	?	-5%	-1.8	-1%	-2%	0%	0%
> Cc1ccnc(NC(=O)c2cccc(OC(F)F)c2)n1
 : 4%	0%	-1%	1%	0.4	1%	15%	9%	1%
> CCN(C#N)c1nc(NC(C)C)nc(NC(C)C)n1
 : -11%	-1%	-6%	3%	-0.2	9%	-6%[58.9 µM]	-23%	-3%
> COc1ccccc1N1CCN(CCC(=O)Nc2ccc3c(c2)OCO3)CC1
 : 3%	3%	0%	?	-0.2	1%	-1%	0%	1%
> Cn1c(SCc2ccccc2)nnc1-c1cccs1
 : -1%	-4%	-18%	4%	0.2	18%	2%	440%[activator]	0%
> O=C(c1ccc(COc2ccccc2Br)o1)N1N=C(C(F)F)CC1(O)C(F)F (centres undefined)
 : -1%	7%	3%	14%	0.3	36%	15%	10%	1%
> CCOC(=O)N1CCN(C(=O)CSc2nc(C)nc3c2c(=O)n(C)c(=O)n3C)CC1
 : 5%	1%	-5%	14%	0.2	42%	20%	-7%	-4%
> CN(C)S(=O)(=O)c1cccc(-c2nnc(SCCNCCO)n2-c2ccc(F)cc2)c1
 : 9%	-7%	-2%	-3%	-0.7	2%	21%	3%	-8%
> CC(C)(C)Nc1cccccc1=O
 : -2%	1%	-22%	2%	-0.3	21%	5%	-28%	0%
> COc1cc(/C=N/NC(=O)c2cc(-c3cccs3)nc3ccccc23)ccc1O
 : 8%	0%	-11%	-1%	-0.6	16%	43%[activator]	2%	-7%
> Cc1ccc2nc(-c3ccc(NC(=O)CSCC(=O)O)cc3)sc2c1
 : -19%	2%	5%	-8%	1.2	-15%	2%	-13%	4%
> CCOc1ccccc1NC(=O)NCc1ccccn1
 : -8%	5%	-4%	38%	0.4	8%	26%	10%	-5%
> COc1ccc(S(=O)(=O)N2CCC(O)(c3ccc(Cl)cc3)CC2)cc1OC
 : 1%	-3%	2%	0%	-0.2	2%	24%	-68%	-7%
> Cc1cccc(N2CC(C(=O)O)CC2=O)c1 (centres undefined)
 : -3%	12%	-8%	2%	0.3	20%	-9%	2%	-2%
> O=C(CN1CCCCCCC1)NC(=O)NC1CCCCC1
 : -21%	5%	?	-5%	-0.5	31%	20%	0%	-4%
> CN(Cc1ccccc1)c1ccc(-c2nc(-c3ccccc3)no2)cc1[N+](=O)[O-]
 : 2%	1%	?	·	0.3	-1%	51%[activator]	0%	-4%
> CC(c1ccccc1)C1C(C#N)=C(N)SC(N)=C1C#N (centres undefined)
 : -13%	-5%	-9%	13%	0.6	12%	-2%	?	-8%
> COC(=O)NC(NC(=S)Nc1ccccc1OC)C(Cl)(Cl)Cl (centres undefined)
 : -4%	-3%	-15%	-2%	0.0	-4%[57.1 µM]	0%	-26%	-16%
> Nn1c(-c2cccc(Br)c2)n[nH]c1=S
 : -2%	4%	-10%	1%	0.1	3%	-2%	?	2%
> N/C(=N\OC(=O)CCCc1ccccc1)c1ccccc1Cl
 : -2%	10%	?	18%	0.6	0%	36%[activator]	i	-3%
> CCn1c(=O)cc(SCC(=O)NCCCN2CCC(C)CC2)c2ccccc21
 : -5%	10%	-3%	-6%	0.5	13%	22%	1%	-11%
> CCN(C(=O)COc1ccccc1)c1nnc(-c2cccnc2)s1
 : 0%	2%	-4%	7%	-0.8	17%	-1%	0%	-1%
> CC(C)CN(CCCNC(=O)CN1N=C(c2ccc(Cl)cc2)CCC1=O)CC(C)C
 : 23%	-3%&0%	6%&10%	-15%	-0.4&-0.4	8%&23%	14%&2%	-5%&-7%	-12%&-2%
> CC(C)CC(OC(=O)c1cccs1)C(=O)NCc1ccco1 (centres undefined)
 : -40%	-7%	?	-1%	0.3	?	?	?	-9%
> NNC(=O)C=C1CCN(c2ncc(C(F)(F)F)cc2Cl)CC1
 : 2%	-22%	-8%	1%	0.4	0%	16%	-3%	0%
